CXXC DNA block – blocks binding of human MLL CXXC domain to DNA | Q03164 | MLL-CXXC / FITC-HOXA9 DNA fluorescence polarization | Potency, µM (series often up to 115 µM), for inactives: at the top dose activity change, negative = inhibition, actives largely listed as inhibitors | 290,000 compounds, 0.037% hits | AID 2662; active = well fitted inhibition curve with a large enough effect in the polarisation, with a control signal flat, not every such curve was filed as active; inconclusive = small, poorly fitted or top-dose-only effect, or effect the other way, or a change in a side signal; inactive = no such curve, though single readings can be large or run the other way; the % refers to the polarisation; note: potency is the fitted concentration of half-maximal effect
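Steps: dispense CXXC domain solution (7 uM) → pin compounds or unlabeled HOX-A9 DNA control → 5 min ambient → add FLSN-HOX-A9 solution (50 nM) → spin → 30 min ambient → fluorescence polarization. Tris pH 7.5/NaCl/DTT/BSA buffer.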
B2AR arrestin – recruits beta-arrestin to the human beta2-adrenergic receptor; P07550; beta-arrestin recruitment to beta2AR, cell-based reporter; 330,000 compounds, 0.02% hits; AID 492947; Potency, µM (doses to about 46.1 µM), for the others: top-dose activation, actives largely listed as activators;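 note: potency is the fitted concentration of half-maximal effect; 0% = DMSO controls and full agonism = EC100 isoproterenol or metaproterenol; nearly all actives have a fitted effect of over 65% in size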
Giardia kill – kills Giardia lamblia. Giardia lamblia trophozoite viability. activity change, % at 7.66 µM, hits read low. 340,000 compounds, 0.15% hits; in the data active = activity change below about -80%; inconclusive = between about -30% and that limit;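 note: parasites exposed to compound for two days anaerobically before the ATP read; % is set by controls: 0 for no effect and ±100 for the full control effect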
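Compounds were tested on trophozoites seeded at 100 cells/well and held 48 hrs at 37 deg C anaerobically. An ATP-based luminescent kit measured the remaining live cells.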
GALK inhibitor – inhibitors of human galactokinase | Potency, µM (doses to about 57.5 µM), for inactives: at the highest dose activity change, negative = inhibition, usual class: inhibitors | Purified GALK, Kinase-Glo residual ATP luminescence | P51570 | 270,000 compounds, 0.007% hits; note: potency is the fitted concentration of half-maximal effect; % is set by controls: 0 for no effect and ±100 for the full control effect
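GALK at 5 nM final was combined with compound, 35 uM ATP and 100 uM galactose in HEPES pH8.0 with MgCl2 and DTT. The reaction ran one hour at room temperature before luminescent ATP detection.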
Coupling enz – inhibits coupling enzyme system, counter-screen for aldolase hits; 290,000 compounds, 0.67% hits; activity change, negative = inhibition, % at 58.2 µM, hits read low; coupling enzyme system counterscreen, AmpLite Red fluorescence; in the data active = activity change below about -30%; note: % is set by controls: 0 for no effect and ±100 for the full control effect
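Compounds tested against the coupling enzymes alone at 57.5 uM final; readout was AmpLite Red fluorescence (525/598 nm) after 20 min at RT.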
KCNH2 WT inh – blocks the wildtype human KCNH2 potassium channel; U2OS, BacMam KCNH2, thallium flux FluxOr; hits give low values; activity change, % at 1.84 µM; 340,000 compounds, 0.37% hits;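 active = maximum activity change below -70%; inconclusive = maximum activity change between -70% and -50%; inactive = maximum activity change above -50%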; note: % is set by controls: 0 for no effect and ±100 for the full control effect
Target sequence (Q12809 whole entry, looked up): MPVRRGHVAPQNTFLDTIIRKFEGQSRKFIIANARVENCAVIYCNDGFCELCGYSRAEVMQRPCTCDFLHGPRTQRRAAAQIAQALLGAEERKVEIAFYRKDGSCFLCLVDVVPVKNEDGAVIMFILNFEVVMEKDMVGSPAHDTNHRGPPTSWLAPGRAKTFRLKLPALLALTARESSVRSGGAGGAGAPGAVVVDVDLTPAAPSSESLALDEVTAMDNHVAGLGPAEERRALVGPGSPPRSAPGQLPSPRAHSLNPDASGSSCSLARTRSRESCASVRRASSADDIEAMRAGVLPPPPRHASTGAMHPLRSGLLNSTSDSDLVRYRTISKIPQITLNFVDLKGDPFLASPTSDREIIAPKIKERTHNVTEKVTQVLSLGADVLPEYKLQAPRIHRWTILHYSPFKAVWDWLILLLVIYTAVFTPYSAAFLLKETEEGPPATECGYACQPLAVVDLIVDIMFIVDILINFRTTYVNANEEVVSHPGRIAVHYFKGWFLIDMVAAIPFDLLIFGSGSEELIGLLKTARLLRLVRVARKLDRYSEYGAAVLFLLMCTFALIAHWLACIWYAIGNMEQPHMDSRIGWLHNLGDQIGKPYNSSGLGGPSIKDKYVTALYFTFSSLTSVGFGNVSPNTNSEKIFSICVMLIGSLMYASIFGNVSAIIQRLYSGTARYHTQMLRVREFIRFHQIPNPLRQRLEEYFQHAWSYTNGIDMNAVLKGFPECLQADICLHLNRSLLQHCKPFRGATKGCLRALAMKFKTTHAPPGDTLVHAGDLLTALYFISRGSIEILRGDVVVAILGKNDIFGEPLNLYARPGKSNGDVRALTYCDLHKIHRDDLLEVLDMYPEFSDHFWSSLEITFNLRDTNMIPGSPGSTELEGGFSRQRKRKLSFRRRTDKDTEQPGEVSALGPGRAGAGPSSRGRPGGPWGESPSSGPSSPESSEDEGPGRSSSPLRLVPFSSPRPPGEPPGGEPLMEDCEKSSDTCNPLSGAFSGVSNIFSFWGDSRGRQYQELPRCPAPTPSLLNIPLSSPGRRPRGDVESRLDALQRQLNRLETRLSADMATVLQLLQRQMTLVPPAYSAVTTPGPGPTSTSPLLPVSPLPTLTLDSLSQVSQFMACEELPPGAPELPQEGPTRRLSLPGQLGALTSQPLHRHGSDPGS
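U2OS cells transduced with wild-type KCNH2 virus are loaded with FluxOr dye for 45 min, and thallium flux is measured in kinetic reads before and after stimulation buffer. Rate constants are normalized to DMSO controls.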
USP2a block – inhibitors of human ubiquitin-specific protease USP2a | USP2 core, Ub-CHOP2 coupled fluorogenic reporter, 485/531 | Potency, µM (doses to about 38.3 µM), for the others: at the highest dose activity change, negative = inhibition, most hits filed as inhibitors | 330,000 compounds, 0.01% hits | AID 463254;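 note: potency is the fitted concentration of half-maximal effect; plate controls were DMSO wells for no effect and full inhibition by NEM control for full effect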
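Cell-free coupled assay: 10nM USP2 core preincubated 30min RT with compound in Tris-HCl pH 8.0/CaCl2/CHAPS buffer, then 25nM Ub-CHOP2 and 25nM reporter substrate; fluorescence (Ex 485/Em 531) read after 60min RT, normalized to NEM inhibition, concentration-response curves fitted.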
Menin MLL FP TR – displaces Texas Red mutant MLL peptide from human menin. 270,000 compounds, 0.23% hits. Menin + Texas Red MLL mutant peptide, fluorescence polarization. Potency, µM (doses to about 61.6 µM), for inactives: top-dose FP activity change, negative = inhibition, actives largely listed as inhibitors. AID 1768. O00255; active = well fitted inhibition curve with a large enough effect in the polarisation, with a control signal flat, not every such curve was filed as active; inconclusive = small, poorly fitted or top-dose-only effect, or effect the other way, or a change in a side signal; inactive = no such curve, though single readings can be large or run the other way; the % refers to the polarisation; note: potency is the fitted concentration of half-maximal effect; % of control where 0% means no effect; many of its hits are not listed in these tables
KCNH2 3.1 inh – blocks the human KCNH2 3.1 channel isoform; 340,000 compounds, 0.95% hits; activity change, % (tested at about 1.8 µM); U2OS KCNH2 3.1, thallium flux FluxOr; hits give low values; AID 720553;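 active = maximum activity change below -70%; inconclusive = maximum activity change from -70% to -50%; inactive = maximum activity change above -50%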;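 note: thallium influx rate constant from kinetic fluorescence after stimulation buffer; % is set by controls: 0 for no effect and ±100 for the full control effect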
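U2OS cells transduced with KCNH2 3.1 mutant virus (1.77 x 10^8 /mL, 4 h), plated overnight at 37 C, loaded 45 min with FluxOr dye plus Red40 quencher. Thallium flux rate constant from kinetic reads after stimulation buffer, normalised to controls.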
PKM2 activator – PKM2 (human) enzyme activation; AID 1631; purified PKM2, Kinase-Glo ATP luminescence, activation; response scale: 0% is enzyme alone, no compound; Potency, µM (titrated, usually from 57.5 µM), for the others: top-dose activation, actives largely listed as activators; 260,000 compounds, 0.34% hits; P14618; note: potency is the fitted concentration of half-maximal effect; % is set by controls: 0 for no effect and ±100 for the full control effect; nearly all actives have a fitted effect of over 55% in size
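Kinase-Glo luminescence reports ATP generated from ADP (0.1 mM) and PEP (0.5 mM) by purified hPK-M2 after 1 h at room temperature, pH 7.2 imidazole buffer; intermediate enzyme activity allows detecting inhibitors and activators.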
TRPV1 agonist – human TRPV1 agonism; Q8NER1; TRPV1-expressing cells, Fluo-8 calcium influx, agonist mode; activation, % at 8.33 µM; 320,000 compounds, 0.19% hits; AID 540275; in the data active = activation above about 80%; inconclusive = between about 30% and that limit; note: 0% is about no effect
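TRPV1-expressing cells were cultured overnight at 35.5C and loaded with Fluo-8 calcium dye for 40 to 90 min at room temperature. After a 10 s baseline, compound was added and calcium influx was read kinetically for 3 min (ex 480/em 520 nm).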
Starred values were filed as active, the others as inactive; ? = inconclusive; . = no result given; & = joins results of further samples; [ ] = dose if it differs, or a comment. Unless noted, calls come from the whole dose curve; as a rule, active = well fitted curve in the direction sought with a large enough effect; inconclusive = small, poorly fitted or top-dose-only effect, or another doubt; inactive = no such curve, though single readings can be large; an effect the other way counts as inactive or inconclusive. Only part of the results is shown; the hit share may differ from the screen's.

SMILES	CXXC DNA block	B2AR arrestin	Giardia kill	GALK inhibitor	Coupling enz	KCNH2 WT inh	USP2a block	Menin MLL FP TR	KCNH2 3.1 inh	PKM2 activator	TRPV1 agonist
COc1cc2c(c(OC)c1OC)-c1ccc(NC(=O)c3ccccc3)c(=O)cc1[C@@H](NC(C)=O)CC2	-1%	0.0%	11	.	-4	6	1%	13%	12	.	1
CC(=O)Nn1cc2c(=O)n(C)c(=O)n(C)c2c1	-8%	-1.1%	4	5%	0	-8	2%	-7%	-3	-3%	-2
O=C(Cc1cccs1)NCc1cc(Cl)cc(Cl)c1	2%	0.2%	-14	2%	2	8	1%	7%	-3	.	?
N/C(=N\OC(=O)c1cccnc1)c1ccccc1Cl	2%	-0.3%	31[activator]	1%	2	2	9%	9%	-6	0%	9
Cc1ccc(C)c(NC(=O)CCc2nnc3ccc(N4CCCCC4)nn23)c1	4%	0.0%	-16	-2%	-1	-4	3%	1%	-9	.	0
COCCCN1C(=O)C(O)=C(C(=O)c2ccco2)C1c1ccccc1 (stereo not given)	4%	0.0%	15	5%	-3	-1	1%	0%	6	-2%	2
N#Cc1ccccc1CSc1nc(O)cc(=O)[nH]1	3%	-0.1%	14	-2%	1	-11	0%	-3%	-21	4%	4
COC(=O)c1ccc(OCCOCCOc2cccc3ccc(C)nc23)cc1	12%	-0.8%	8	2%	3	-2	0%	-6%	0	-4%	1
Cc1nn(Cc2ccccc2Cl)c(C)c1NC(=O)c1noc2c1CCCCC2	2%	0.1%	11	0%	-1	-8	0%	-8%	-6	-4%	5
O=C(NC1CCCc2ccccc21)c1ccc(CNc2c(N3CCOCC3)c(=O)c2=O)cc1 (stereo not given)	-5%	-1.4%	15	0%	1	6	-3%	3%	-1	0%	-1
CCCc1cnc(N2CCN(S(=O)(=O)c3cccs3)CC2)nc1	7%	-0.4%	16	2%	2	-3	-2%	.	5	-1%	5
CCOC(=O)c1cnc2nc(N3CCOCC3)nn2c1N	3%	0.3%	-23	9%	3	-23	0%	-16%	7	-5%	-1
O=C(NNC(=S)Nc1ccc(Cl)cc1)c1ccccc1	3%	0.5%	15	2%	.	-15	2%	.	-4	.	5
CCOC(=O)C(Cc1ccccc1)NC(=O)CCc1c(C)nc2ncnn2c1C (stereo not given)	-3%	0.4%	3	-3%	0	-28	1%	-15%	-18	-1%	0
CC1CC2(CCCCC2)Nc2c1ccc1ccccc21 (stereo not given)	1%	0.0%	17	-2%	1	-4	4%	0%	-9	-2%	1
Nc1nonc1C(=Nc1ccc(Br)cc1)NO	0%	-1.4%	11	0%	0	-12	-1%	5%	-23	0%	4
COc1ccc(Cl)cc1NC(=O)CN(C)C(=O)c1cccc(-n2cnnn2)c1	.	0.2%	-24	.	.	4	1%	.	-3	.	1
Cc1cc(=O)oc2cc(OCC(=O)N3CCCc4ccccc43)ccc12	-1%	-0.1%	0	-3%	4	-2	-3%	-24%	-1	4%	4
CC(Cc1n[nH]c(=S)n1N)c1ccccc1 (stereo not given)	10%	-0.8%	4	.	0	5	4%	-46%	12	.	-2
Cc1c(NC(=O)c2ccc(-c3ccccc3)cc2)cccc1C(=O)O	-1%	0.5%	-21	-5%	6	-2	3%	.	21	0%	1
CN(C)CCN1C(=O)c2oc3ccccc3c(=O)c2C1c1cccc(Br)c1 (stereo not given)	11%	-1.3%	3	-1%	3	1	-1%	-14%	.	5%	-1
CSC(=NS(=O)(=O)c1ccccc1)SC	-10%	-0.7%	?	-2%	0	1	1%	0%	-5	1%	1
CC1(C(=O)NCc2cc(F)cc(C(F)(F)F)c2)C=CC2(CCCCC2)N1C(=O)c1ccccc1 (stereo not given)	5%	-0.6%	-9	.	4&4	-5	0%	0%&-15%	-8	1%&2%	11
Cc1cc(C)c(S(=O)(=O)N2CCOC2CNC(=O)C(=O)NCc2ccccn2)c(C)c1 (stereo not given)	?	-0.7%	25	7%	-1	2	0%	-3%	3	-5%	2
N#Cc1c(NC(=O)c2ccco2)sc2c1CCC2	-2%	0.0%	1	6%	.	-1	3%	.	30	8%	?
Cn1c(=O)c2c(-c3ccccc3)n(-n3cnnc3)cc2n(C)c1=O	?	?	4	3%	1	-1	-3%	-20%	1	4%	0
COC(=O)c1cccc(NC(=O)CC2NCCNC2=O)c1 (stereo not given)	-7%	0.1%	0	-2%	-1	-1	4%	.	9	0%	1
CCCS(=O)(=O)c1nc(S(=O)(=O)c2ccc(C)cc2)c(N2CCCC2)s1	3%	0.4%	-8	-3%	1	1	0%	3%	4	-1%	12
Cc1cc(Cl)c(S(=O)(=O)Nc2ccon2)cc1OCC(=O)NC1CCCCC1	10%	-0.2%	2	-1%	1	-8	-1%	-1%	9	1%	0
N#Cc1ccccc1NC(=O)CNc1ccccc1N1CCCCC1	-16%	0.3%	0	-2%	2	-7	-2%	3%	12	7%	29
COc1cc2ncnc(NCc3ccc4c(c3)OCO4)c2cc1OC	37%[activator]	0.2%	11	2%	0	1	6%	?	4	.	-5
CCOC(=O)c1c(C)n(OCc2ccccc2)c2ccc3nonc3c12	-1%	-0.2%	-9	-4%	-2	1	-9%	11%	0	-2%	11
COc1ccc(OC)c(NC(=S)NCCN2CCOCC2)c1	10%	0.0%	-15	0%	1	2	4%	0%	20	4%	-4
COc1ccc(N2CCN(CCCNC(=O)C3CCCN(S(=O)(=O)c4cnc[nH]4)C3)CC2)cc1 (stereo not given)	7%	0.0%	-6	1%	-4	5	0%	-12%	12	-15%	-7
C[C@H](CO)N1C[C@H](C)[C@@H](CN(C)S(=O)(=O)c2ccccc2)Oc2c(cccc2N(C)C)C1=O	.	0.1%	-10	.	.	-5	5%	.	10	.	.
Cc1cc(NC(=O)COC(=O)C2CC(=O)N(c3ccc(Br)cc3)C2)no1 (stereo not given)	5%	0.1%	7	13%	0	-4	3%	?	-3	7%	2
CCCc1cc(=O)n2[nH]c(C(F)(F)F)nc2n1	12%	0.2%	-2	10%	-30	-2	2%	2%	-25	1%	3
O=C(Nc1ccc2c(c1)C(=O)OC2)c1ccc(F)cc1F	3%	-0.3%	6	3%	-1	-7	0%	.	4	-9%	.
CCN(C(=O)CSc1nnc(-c2c[nH]c3ccccc23)n1C1CC1)C1CCS(=O)(=O)C1 (stereo not given)	.	0.0%	7	.	.	-15	0%	.	1	.	1
Cc1c(Br)c([N+](=O)[O-])nn1CC(=O)Nc1ccc(C(N)=O)cc1	-9%	-0.1%	10	-1%	1	-3	2%	21%	3	1%	0
O=C(COC(=O)c1ccccc1Br)Nc1ccc(F)cc1	5%	-0.1%	5	-2%	-1	-1	0%	22%	-13	-2%	13
CN(C)C(=O)c1nc2ccc(Cl)cn2c1CN1CCCC(OCc2cccnc2)C1 (stereo not given)	10%	0.3%	?	1%	3	0	4%	-9%	-13	-9%	1
CCOC(=O)Cn1c(S(=O)(=O)Cc2ccccc2)nc2ccccc21	5%	-0.1%	-13	0%	0	-10	1%	-9%	-13	0%	3
C=CCn1c(=O)c(C#N)cc2c(=O)n3ccccc3nc21	-8%	-0.1%	4	4%	2	0	2%	0%	1	0%	-4
CCc1cccc(OCC(=O)Nc2c[nH]c(=O)[nH]c2=O)c1	-7%	-0.1%	10	8%	2	15	-1%	6%	7	-4%	6
O=C(COC(=O)c1ccc2ccccc2c1)Nc1ncc(C(F)(F)F)cc1Cl	1%	-0.2%	-7	-3%	-1	16	-1%	5%	1	-7%	-1
Cc1ccc(-c2cc(C(=O)N3CCN(c4ncccn4)CC3)c3cc(Br)ccc3n2)o1	4%	0.7%	33[activator]	-2%	-1	12	-1%	-9%	4	8.9µM*	15
Cc1ccc(NC(=O)COC(=O)c2ccco2)cc1C	.	0.3%	4	.	.	-5	2%	.	-15	.	1
Cc1c(CCO)c(=O)[nH]n1C(=O)c1ccc(F)cc1	29%	-0.3%	-5	-3%	2	3	2%	-1%	6	1%	7
CCOc1ccc(CN2CCC(n3nccc3NC(=O)C3CC3)CC2)cc1CO	8%	-0.1%	-16	5%	2	-40	-1%	6%	-47	.	-1
CCC(C)(C(=O)NC1CCCCC1)N(Cc1cccs1)C(=O)c1ccc(=O)[nH]c1 (stereo not given)	7%	0.6%	22	-2%	4	14	3%	0%	3	1%	-4

Compound activity from PubChem BioAssay.
